Screening data: PubChem BioAssay, several laboratories
ANO1 activ: TMEM16A chloride channel activators or potentiators, primary screen, cell-based, HTS; actives 0.3% (n = 340,000); B-score at 10 µM; HEK293 TMEM16A/YFP-H148Q/I152L, iodide quench fluorescence; hits give low values;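 active = fluorescence-ratio B-score plate-corrected deviation score at least 3 library SD below zero, with starting fluorescence score within 5 deviations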;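 also: channel opened by trigger with iodide after compound preincubation; score built on the fluorescence ratio of max minus min over baseline; more negative score means more quench and so TMEM16A activation or potentiation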
TRPC6 activator: mouse TRPC6 channel activators, primary screen, cell-based, HEK293, membrane potential dye; actives 0.13% (n = 310,000); B-score at 10 µM; AID 2550, 2010; HEK293-TRPC6 membrane potential dye fluorescence; hits give high values;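 active = B-score of the integrated fluorescence ratio above library mean plus 3 SD, and starting fluorescence ratio within library mean plus 5 SD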;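 also: higher score means more depolarization so channel activation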
MrgX1 antag: antagonists of human MrgX1 receptor, primary screen, HEK293 cells, Fluo-4 calcium flux. B-score at 10 µM. actives 1.3% (n = 310,000). BAM8-22 antagonism; hits give low values. AID 588676, 2011;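 active = calcium-response B-score plate-corrected more than 3 library SD below zero, starting fluorescence within 5 deviations, no agonist response on first addition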;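 also: peak minus trough fluorescence over baseline after final BAM8-22 challenge near maximal dose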
TRPC4 agonist: activators of mouse TRPC4 channel, primary screen, Fluo4 calcium, HEK293 TRPC4beta/mu-opioid cells | B-score at 10 µM | AID 2237, 2010 | actives 0.49% (n = 310,000) | Fluo4 calcium fluorescence; hits give high values | Short transient receptor potential channel 4 (Mus musculus), Q9QUQ5;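 active = B-score above 5 SD of library B-scores, and initial fluorescence ratio not above library mean plus 5 SD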;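 also: positive B-score marks a calcium rise read as TRPC4 activation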
Target sequence (Q9QUQ5 whole entry, looked up): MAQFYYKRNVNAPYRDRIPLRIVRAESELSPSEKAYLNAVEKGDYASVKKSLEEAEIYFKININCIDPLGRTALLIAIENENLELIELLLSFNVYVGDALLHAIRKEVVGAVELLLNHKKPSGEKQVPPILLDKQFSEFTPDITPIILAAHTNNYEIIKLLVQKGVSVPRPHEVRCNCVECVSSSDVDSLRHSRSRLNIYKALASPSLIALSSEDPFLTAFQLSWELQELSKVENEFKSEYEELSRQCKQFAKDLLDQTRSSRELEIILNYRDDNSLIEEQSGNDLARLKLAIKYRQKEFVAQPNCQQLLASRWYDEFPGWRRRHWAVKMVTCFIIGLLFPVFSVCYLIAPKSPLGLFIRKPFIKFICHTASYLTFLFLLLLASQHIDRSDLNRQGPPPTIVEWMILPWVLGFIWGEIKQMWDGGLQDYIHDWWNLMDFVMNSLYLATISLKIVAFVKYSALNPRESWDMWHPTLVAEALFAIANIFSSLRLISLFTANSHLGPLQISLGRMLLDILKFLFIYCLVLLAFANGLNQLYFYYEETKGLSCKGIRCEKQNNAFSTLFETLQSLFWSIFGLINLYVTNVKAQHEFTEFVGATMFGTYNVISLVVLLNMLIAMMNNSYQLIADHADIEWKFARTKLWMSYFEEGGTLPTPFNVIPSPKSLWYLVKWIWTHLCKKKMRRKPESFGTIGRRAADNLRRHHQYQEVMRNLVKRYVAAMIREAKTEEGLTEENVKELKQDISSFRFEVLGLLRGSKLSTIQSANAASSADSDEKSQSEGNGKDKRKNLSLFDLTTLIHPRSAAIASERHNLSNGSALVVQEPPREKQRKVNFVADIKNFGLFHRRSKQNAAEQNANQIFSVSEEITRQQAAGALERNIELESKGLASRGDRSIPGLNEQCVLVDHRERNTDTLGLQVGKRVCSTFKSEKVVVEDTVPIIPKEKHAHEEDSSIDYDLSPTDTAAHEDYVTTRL
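Assay system: HEK293 stable line with TRPC4beta plus mu-opioid receptor. Times: dye 45 min RT, read 110 s. Measured by: kinetic Fluo4 calcium fluorescence. Measure: B score of integrated ratio. Controls: assay buffer as low control, maximal DAMGO as high control.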
TRPC4 potent: positive allosteric modulators of TRPC4, primary screen, cell-based, mouse TRPC4beta, HEK293 mu-opioid, Fluo-4 calcium. Short transient receptor potential channel 4 (Mus musculus), Q9QUQ5. DAMGO EC20, Fluo-4 Ca2+ flux; hits give high values. B-score at 10 µM. actives 0.42% (n = 310,000). AID 2227, 2009;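 active = B-score of calcium response area above 5 SD of library B-scores, with initial fluorescence ratio within 5 SD of library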;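 also: B-score of integrated fluorescence ratio over time as area under calcium response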
ANO1 block: TMEM16A chloride channel inhibitors, primary screen, cell-based, HTS | Anoctamin-1 (Mus musculus), Q8BHY3 | AID 588511, 2011 | normalized B-score (activity score, 25-100; higher = stronger inhibition) at 10 µM | actives 1.2% (n = 310,000) | HEK293 TMEM16A/YFP iodide influx fluorescence, ionomycin;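 active = ratio plate-corrected score three or more library SD toward inhibition, starting fluorescence score within five deviations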;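 also: score derived from kinetic fluorescence span divided by baseline fluorescence per well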
MrgX1 allo act: positive allosteric modulators of MrgX1, primary screen, HEK293 cells, Fluo-4 calcium flux | Mas-related G-protein coupled receptor member X1 (Homo sapiens), Q96LB2 | FDSS; hits give high values | B-score at 10 µM | actives 0.63% (n = 310,000);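 active = plate-corrected calcium response at least 3 library SD above typical, normal starting fluorescence, not activating the receptor alone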;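 also: compound read alongside a low EC10 to EC30 dose of BAM8-22 agonist; peak minus trough fluorescence over baseline measured at the second addition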
TRPC6 inhibitor: mouse TRPC6 channel inhibitors, primary screen, cell-based, HEK293, membrane potential dye; ACh-evoked depolarization; hits give low values; B-score at 10 µM; actives 1.1% (n = 310,000); AID 2553, 2010;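 active = B-score under library mean minus 3 SD, initial fluorescence not abnormally high, positive integrated signal ratio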;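 also: B-score derived from integrated fluorescence ratio over the kinetic read; more negative B-score means stronger inhibition of depolarization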
SKKanGAS inh: S. pyogenes SKKanGAS growth inhibitors in kanamycin, primary screen, streptokinase expression inhibitor project, SKKanGAS strain, BacTiter-Glo luminescence; actives 1.3% (n = 300,000); 6 h; inhibition, % at 7.5 µM;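 active = mean replicate score, as percent of positive control median, at least 50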;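 also: strain carries kanamycin resistance gene driven by streptokinase promoter and grows in 40 µg/ml kanamycin; loss of luminescence reflects streptokinase promoter inhibition or plain growth inhibition; 0% = median of DMSO wells and 100% = positive control at its reference dose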
MrgX1 agonist: agonists of human MrgX1 receptor, primary screen, HEK293 cells, Fluo-4 calcium flux; Mas-related G-protein coupled receptor member X1 (Homo sapiens), Q96LB2; Fluo-4 calcium fluorescence, agonist mode; hits give high values; B-score at 10 µM; actives 0.44% (n = 310,000);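 active = calcium response B-score plate-corrected fluorescence ratio at least 3 library SD, with starting fluorescence B-score inside 5 SD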
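times = overnight plating, then 30 min 37 °C plus 30 min room-temperature dye loading | assay system = stable human MrgX1 HEK293 cell line | input = fifteen thousand cells per well | signal = kinetic calcium dye fluorescence, Fluo-4 NW | dosing = compound delivered in addition one of three | read-out = B-scored fluorescence response ratio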
TRPC4 inh: inhibitors of mouse TRPC4 channel, primary screen, Fluo4 calcium, HEK293 TRPC4beta/mu-opioid cells; DAMGO-evoked Fluo4 calcium flux; hits give low values; B-score at 10 µM; actives 0.39% (n = 300,000); AID 2247, 2010;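 active = B-score over 3 SD under the library average, no early fluorescence shift, positive overall ratio signal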
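Assay system: HEK293 cells with stable TRPC4beta plus mu-opioid receptor expression. Dosing: single dose. Measured by: Fluo4 Ca2+ flux fluorescence. Also added: DAMGO in two steps, submaximal then maximal. Read-out: B score from integrated Fluo4 fluorescence ratio.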
* hit, by the source's call; i = inactive; nt = no result given.

SMILES	ANO1 activ	TRPC6 activator	MrgX1 antag	TRPC4 agonist	TRPC4 potent	ANO1 block	MrgX1 allo act	TRPC6 inhibitor	SKKanGAS inh	MrgX1 agonist	TRPC4 inh
CC(NC(=O)C1CCN(S(=O)(=O)N2CCC3(CC2)OCCO3)CC1)c1ccccc1 (stereo unspecified)	i	i	i	i	i	i	i	i	-3	i	i
O=C(NCc1ccc2c(c1)OCO2)c1ccc(S(=O)(=O)N2CCOCC2)cc1	i	i	i	i	i	i	i	i	-10	i	i
COc1ccc(-n2c(=O)[nH]c3c(C(N)=O)nc(C4CCCCC4)nc32)cc1	i	i	i	i	i	i	i	i	30	i	i
CC(=O)Nc1ccc(S(=O)(=O)N2CCC(C(=O)NCCC(=O)Nc3nccs3)CC2)cc1	i	i	i	i	i	i	i	i	-5	i	i
CN(C)C=Nc1ncc2c([nH]c3ccccc32)c1C#N	i	i	i	i	i	i	i	i	-9	i	i
Cc1c(C(=O)Nc2ccccc2)csc1-c1ccccc1	i	i	i	i	i	i	i	i	1	i	i
NC(=O)c1ccc(NC(=O)COc2ccc([N+](=O)[O-])cc2Cl)cc1	i	i	i	i	i	i	i	i	-1	i	i
CCOC(=O)N1CCN(S(=O)(=O)c2ccc(OCC)c3ccccc23)CC1	i	i	i	i	i	i	i	-7.8*	7	i	i
Nc1nc2ccccc2n1C(=O)c1ccco1	i	i	nt	i	i	nt	nt	i	7	nt	i
COC(=O)CNc1nc(-c2ccccc2F)nc2ccccc12	i	i	i	i	i	i	i	i	-5	i	i
COc1ccc(CNC(=O)C/C(C)=N/NC(=O)c2cc(OC)cc(OC)c2)cc1	nt	i	i	i	i	i	i	i	-4	i	i
c1cc2c3c(cccc3c1)NC1(CCCCCC1)N2	i	i	i	i	i	i	i	i	3	i	i
O=C(NCc1ccccc1)C(=O)Nc1nccs1	i	i	i	i	i	i	i	i	nt	i	i
CSc1ccc(S(=O)(=O)NCC(=O)OCC(=O)N(C)Cc2ccccc2)cc1[N+](=O)[O-]	i	i	i	i	17*	i	i	i	-14	i	i
CCc1ccn2cc(-c3ccc4c(c3)OCO4)nc2c1	i	i	i	i	i	i	i	i	47	i	i
CC(=O)c1ccc(S(=O)(=O)N2CCN(C(=O)c3ccccc3Cc3ccccc3)CC2)cc1	i	i	i	i	i	i	i	i	-6	i	i
Cc1ccc(NC(=O)CN(C)C(=O)CSc2nnnn2C)cc1	i	i	i	i	i	i	i	i	-4	i	i
COc1ccccc1N1CCN(S(C)(=O)=O)CC1	i	i	i	i	i	i	i	i	-2	i	i
Cc1ccc(NC(=O)c2cc(=O)c3ccccc3o2)cc1S(=O)(=O)N1CCCCC1	i	i	i	i	i	i	i	i	9	i	i
COc1ccc(NC(=O)/C(C#N)=C/c2cccnc2)c(OC)c1	i	i	i	i	i	i	i	i	16	i	i
CC(C)(C)C(=O)Nc1sc2c(c1C(=O)Nc1ccccn1)CCCC2	i	i	i	i	i	i	i	i	1	i	i
O=[N+]([O-])c1ccc(Sc2nc3ccccc3o2)c([N+](=O)[O-])c1	i	i	i	i	i	i	i	i	9	i	i
COc1ccccc1N/N=C(\C#N)C(=N)N1CCOCC1	i	i	i	i	i	i	i	i	-7	i	i
N#CC1=C2SCN(c3ccccc3)CN2C(=O)CC1c1c(Cl)cccc1Cl (stereo unspecified)	i	i	i	i	i	i	i	i	4	i	i
CS(=O)(=O)c1ccc(C(=O)Nc2ccccc2N2CCOCC2)c(Cl)c1	i	i	i	i	i	i	i	i	-8	i	i
New compounds follow
SMILES	ANO1 activ	TRPC6 activator	MrgX1 antag	TRPC4 agonist	TRPC4 potent	ANO1 block	MrgX1 allo act	TRPC6 inhibitor	SKKanGAS inh	MrgX1 agonist	TRPC4 inh
O=C(CSc1ccc(-c2ccccn2)nn1)Nc1ccccc1	i	i	i	i	i	i	i	i	-3	i	i
Cc1cc(Cl)c(S(=O)(=O)NCCC(=O)O)cc1OCC(N)=O	i	i	i	i	i	i	i	i	1	i	i
CC1CCCN(C(=O)COc2ccc3c(c2)OCO3)C1 (stereo unspecified)	i	i	i	i	i	i	i	i	7	i	i
COC(C[C@H](O)C[C@@H](O)[C@@H](C)OCc1ccccc1)OC	i	i	nt	i	i	nt	nt	i	-1	nt	i
CCCCSc1nc(O)c(C2OC(=O)c3c2ccc(OC)c3OC)c(=O)n1-c1ccccc1 (stereo unspecified)	i	i	i	i	i	i	i	i	15	i	i
C=C(C)CSc1nc2c(cc1C#N)CCC2	i	i	i	i	i	i	i	i	0	i	i
CCN(CC)S(=O)(=O)c1cc([N+](=O)[O-])ccc1NNC(=O)Nc1ccc(Cl)c(Cl)c1	i	i	i	i	i	25*	i	i	48	i	i
CCN(C(=O)CN1C(=O)c2ccc([N+](=O)[O-])cc2C1=O)C1CCS(=O)(=O)C1 (stereo unspecified)	i	i	i	i	i	i	i	i	-9	i	i
CCSc1nnc(NC(=O)CSC2=NCCS2)s1	i	i	i	i	i	i	i	i	nt	i	i
Cc1cc(C)nc(NS(=O)(=O)c2ccc(-n3cccc3)cc2)n1	i	i	i	i	i	i	i	i	-2	i	i
CN(C)CC(=O)c1ccc(-c2ccccc2)cc1	i	i	i	i	i	i	i	i	1	i	i
CCCN1CCN(c2nc3c([nH]2)c(=N)ncn3CC(O)CO)CC1 (stereo unspecified)	i	i	i	i	i	i	i	i	-1	i	i
O=C(Nc1cccnc1)c1ccc(COc2ccccc2Cl)o1	i	i	i	i	i	i	i	i	2	i	i
NS(=O)(=O)c1cccc(NC(=O)CSc2ccccn2)c1	i	i	i	i	i	i	i	i	-2	i	i
COc1cc2c(cc1OC)/C(=C/C(=O)c1ccc(NC(C)=O)cc1)NCC2	i	i	i	i	i	i	i	i	10	i	i
CN(C)c1ccc(/C=C(/NC(=O)c2ccccc2)C(=O)NCCCn2ccnc2)cc1	i	i	i	i	i	i	i	i	0	i	i
COC(=O)C1Cc2ccccc2CN1C(=O)CCl (stereo unspecified)	i	i	i	i	i	i	8.1*	i	-3	i	i
COCCOC(=O)c1[nH]c2c(c1C)C(=O)CC(c1cccs1)C2 (stereo unspecified)	i	i	nt	i	i	nt	nt	i	-3	nt	i
CC(C)(C)NC(=O)CN(Cc1ccc2c(c1)OCO2)C(=O)CNC(=O)c1cccs1	nt	i	i	i	i	i	i	i	-2	i	i
CC(NC(=O)Nc1ccc(F)cc1)C(c1cccs1)N1CCCC1 (stereo unspecified)	i	i	i	i	i	i	i	i	-3	i	i
CC(C)c1ccc([N+](=O)[O-])cc1S(=O)(=O)N1CCN(C)CC1	i	i	i	i	i	i	i	i	-1	i	i
CC1=C(C)C(C)=C(C#N)C(=C(C#N)C#N)N1	i	i	i	i	i	i	i	i	7	i	i
COc1ccc(CN2CC(C(=O)NCCCN3CCN(C)CC3)CC2=O)cc1 (stereo unspecified)	i	i	i	i	i	i	i	i	2	i	i
COc1ccc(C(=O)N[C@H](C(=O)OCc2cc(=O)oc3cc(C)ccc23)C(C)C)cc1	i	i	i	i	i	i	i	i	-2	i	i
Cn1c(=O)[nH]c(=O)c2c1nc(N1CCN(CCO)CC1)n2Cc1ccccc1	i	i	i	i	i	i	i	i	1	i	i
(continued)
SMILES	ANO1 activ	TRPC6 activator	MrgX1 antag	TRPC4 agonist	TRPC4 potent	ANO1 block	MrgX1 allo act	TRPC6 inhibitor	SKKanGAS inh	MrgX1 agonist	TRPC4 inh
CCc1cc(=O)oc2cc(C)cc(OCC(=O)NCc3ccncc3)c12	i	i	i	i	i	i	i	i	5	i	i
Cc1cc2c(=O)n(C)c(SCC(=O)Nc3ccccc3)nc2s1	i	i	i	i	i	i	i	i	-4	i	i
Cc1nc2c(-c3ccc(F)cc3)c(C)nn2c(C)c1CCC(=O)N1CCOCC1	i	i	i	i	i	i	i	i	-5	i	i
Cc1nnsc1-c1onc(C)c1C(=O)Nc1cc(Cl)cc(Cl)c1	i	i	i	i	i	i	i	i	27	i	i
CC1CC(NC2=NCCS2)CC(C)(C)C1 (stereo unspecified)	i	i	i	i	i	i	i	i	-2	i	i
CC12CCC(=O)N1C(C(=O)NCCc1ccc(F)cc1)CS2 (stereo unspecified)	i	i	i	i	i	i	i	i	2	i	i
CC(C(=O)Nc1ccc([N+](=O)[O-])cc1)N1CCN(C/C=C/c2ccccc2)CC1 (stereo unspecified)	i	i	i	i	i	i	i	-6*	5	i	i
COc1ccc(-c2cc(C(=O)NCC3CCCO3)on2)cc1OC (stereo unspecified)	i	i	i	i	i	i	i	i	-3	i	i
CC(=O)c1c2c3c(cccc3n(C)c1=O)C(=O)c1ccccc1-2	nt	i	i	i	i	i	i	i	-3	i	i
Cc1cc(=O)n2nc(-c3ccccc3)sc2n1	i	i	i	i	i	i	i	i	-8	i	i
COc1cc(/C=N\N=C2/SC(CC(=O)O)C(=O)N2c2ccc(O)cc2)ccc1O (stereo unspecified)	i	i	-8.2*	i	i	i	i	i	-7	i	i
CC(C)(C)OC(=O)N[C@@H](Cc1ccccc1)C(=O)N1CCC(C(=O)N[C@@H](CCC(N)=O)C(=O)O)CC1	i	i	i	i	i	i	i	i	3	i	i

Part of the list above, showing only TRPC4 agonist and TRPC6 inhibitor:
| molecule | TRPC4 agonist | TRPC6 inhibitor |
| --- | --- | --- |
| CC(C)(C)C(=O)Nc1sc2c(c1C(=O)Nc1ccccn1)CCCC2 | i | i |
| CC(=O)Nc1ccc(S(=O)(=O)N2CCC(C(=O)NCCC(=O)Nc3nccs3)CC2)cc1 | i | i |

Shown as a hit in MrgX1 antag, of those listed so far:
molecule	ANO1 activ	TRPC6 activator	MrgX1 antag	TRPC4 agonist	TRPC4 potent	MrgX1 agonist	TRPC4 inh
COc1cc(/C=N\N=C2/SC(CC(=O)O)C(=O)N2c2ccc(O)cc2)ccc1O (stereo unspecified)	i	i	-8.2*	i	i	i	i
